CHRM5 PAM: potentiates acetylcholine response at human M5 receptor. P08912. CHO-K1 hM5, Fluo-8 calcium, ACh EC20 PAM; 0% = ACh EC20, 100% = ACh EC100. activation, % at 3 µM. 360,000 tested, 0.3% active. AID 624038;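 active = activation above the run cutoff, the mean activation of all test compounds plus 3 SD, cut at about 18% in these data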
Target sequence (P08912 whole entry, looked up): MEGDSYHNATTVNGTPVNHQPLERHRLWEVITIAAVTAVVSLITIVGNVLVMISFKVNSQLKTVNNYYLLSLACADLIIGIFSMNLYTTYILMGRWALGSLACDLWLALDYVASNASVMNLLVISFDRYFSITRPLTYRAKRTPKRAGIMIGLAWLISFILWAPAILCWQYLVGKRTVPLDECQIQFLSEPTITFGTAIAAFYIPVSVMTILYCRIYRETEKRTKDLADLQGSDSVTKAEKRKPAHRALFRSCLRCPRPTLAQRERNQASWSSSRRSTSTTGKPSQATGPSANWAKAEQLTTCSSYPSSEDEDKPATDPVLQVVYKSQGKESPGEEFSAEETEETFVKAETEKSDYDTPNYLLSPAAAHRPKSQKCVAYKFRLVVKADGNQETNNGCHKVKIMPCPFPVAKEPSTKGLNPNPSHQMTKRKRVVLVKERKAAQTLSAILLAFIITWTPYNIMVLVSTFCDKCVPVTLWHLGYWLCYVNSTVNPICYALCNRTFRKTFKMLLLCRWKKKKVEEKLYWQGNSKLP
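system = human M5 receptor in CHO-K1 cells | compound = one concentration, 3 µM final (nominal) | schedule = Post-acetylcholine fluorescence recording 140 s | signal = Fluo-8 calcium dye fluorescence, kinetic read | benchmarks = low control EC20 acetylcholine (0%), high control EC100 acetylcholine (100%) | repeats = singlicate, one well per test compound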
CHRM5 antagonist: antagonists of human muscarinic M5 receptor (CHRM5); inhibition, % at 3 µM; CHO-hM5 cells, Fluo-8 calcium fluorescence, ACh EC80; 360,000 tested, 0.59% active;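 active = inhibition above a per-plate cutoff, the mean of that plate's test compounds plus 3 SD, cut at about 27% in these data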;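 also: 0% = acetylcholine EC80 with DMSO and 100% = DMSO without agonist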
CHRM4 PAM: positive allosteric modulators of human muscarinic M4 receptor | P08173 | CHO-K1 hM4/Gqi5, Fluo-8 calcium fluorescence, ACh EC20; 0% = ACh EC20, 100% = maximal ACh | activation, % at 3 µM | 360,000 tested, 0.4% active;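 active = activation above its plate's cutoff, the mean activation of sample wells plus 3 SD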; also: some results filed as inactive read as strong as hits
Target sequence (P08173 whole entry, looked up): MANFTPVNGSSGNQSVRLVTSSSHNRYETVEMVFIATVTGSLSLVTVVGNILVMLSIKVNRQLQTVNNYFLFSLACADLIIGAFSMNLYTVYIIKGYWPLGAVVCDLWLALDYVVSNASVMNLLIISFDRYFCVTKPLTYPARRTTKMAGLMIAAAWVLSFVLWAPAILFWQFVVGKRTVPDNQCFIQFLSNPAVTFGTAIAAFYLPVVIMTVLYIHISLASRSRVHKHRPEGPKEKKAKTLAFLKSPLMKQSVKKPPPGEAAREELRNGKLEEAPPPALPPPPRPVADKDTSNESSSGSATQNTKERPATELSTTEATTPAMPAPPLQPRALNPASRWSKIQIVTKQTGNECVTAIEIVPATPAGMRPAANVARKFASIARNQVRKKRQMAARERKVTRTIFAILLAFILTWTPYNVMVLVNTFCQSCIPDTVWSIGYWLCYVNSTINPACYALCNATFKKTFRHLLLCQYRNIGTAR
CRFBP-R2 agonist: agonists of human CRF-binding protein/CRF-R2 receptor complex | HEK293 CRF-R2/CRF-BP, calcium dye fluorescence (FLIPR); percent of saturating CRF peptide response | activation, % at 13.2 µM | 350,000 tested, 0.46% active;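 active = activation of at least 50%, plus an integration ratio under a set limit after plate pattern correction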;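 also: plate controls were neutral control wells without compound for no effect and CRF at EC100 for full effect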
CHRM4 agonist: CHRM4 agonism in calcium assay. AID 624127. activation, % at 3 µM. P08173. CHO-K1 hM4/Gqi5, Fluo-8 calcium fluorescence; vehicle 0%, full acetylcholine response 100%. 360,000 tested, 0.14% active;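 active = activation above the run mean over all test wells plus 3 SD, cut at about 32% in these data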;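 also: peak over basal fluorescence ratio per well then scaled between controls; 0% = DMSO wells and 100% = acetylcholine at EC100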
CRFR2-BP antag: blocks CRF-induced signaling of the CRF-BP/CRF-R2 complex; HEK293 CRF-R2/CRF-BP, CRF-induced calcium fluorescence; inhibition, % at 11.8 µM; 350,000 tested, 0.59% active;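 active = inhibition of the ligand-induced calcium signal above about 50% at the single tested concentration, limit read from the data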
CHRM5 agonist: CHRM5 agonism in calcium assay; P08912; CHO-K1 hM5 cells, Fluo-8 calcium fluorescence; 0% DMSO wells, 100% maximal acetylcholine response; activation, % at 3 µM; 360,000 tested, 0.19% active; AID 624037;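 active = activation above the run's mean over test compounds plus 3 SD, cut at about 23% in these data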;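 also: signal is peak over basal fluorescence ratio across the kinetic read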
IDE cell inh: cellular human IDE inhibition | P14735 | HEK cells, FAbetaB cleavage, fluorescence polarization | inhibition, % at 5.59 µM | 320,000 tested, 0.41% active | AID 434962;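 active = percent inhibition above the average of all tested compounds plus 3 SD, set per screening campaign, cut at about 16% in these data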;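 also: IDE supplied by intact live HEK cells; FP after avidin binding of uncleaved biotin substrate so inhibition keeps polarization high; 0% = DMSO wells and 100% = 60 µM reference IDE inhibitor Ii1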
M4 antag: antagonists of human muscarinic M4 receptor (CHRM4); CHO-hM4 cells, ACh EC80, Fluo-8 calcium fluorescence; 360,000 tested, 0.73% active; P08173; inhibition, % at 3 µM;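 active = inhibition above its plate's cutoff, the mean inhibition of sample wells plus 3 SD, cut at about 27% in these data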;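 also: 0% = acetylcholine EC80 with DMSO and 100% = DMSO without agonist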
* marks the source's active call; other numbers are inactive results; . = no result given.

SMILES	CHRM5 PAM	CHRM5 antagonist	CHRM4 PAM	CRFBP-R2 agonist	CHRM4 agonist	CRFR2-BP antag	CHRM5 agonist	IDE cell inh	M4 antag
CCOC(=O)c1c(NC(=O)COC(=O)Cn2c(C)nc3ccccc32)sc2c1CCCC2	7	-3	7	-0.7	1	4	0	7	3
O=c1[nH]c(CSc2nnc3ccccn23)nc2ccccc12	-4	8	5	0.0	2	11	-1	2	-10
CN1C(=S)SC(N(O)C=C2C=CC(=O)C=C2)C1(C)C (stereo not given)	-6	4	10	-1.4	1	-1	-3	0	-8
CC12CN3CCN(CC(C3)/C1=N\NC(=O)c1ccccc1N)C2	-4	5	-5	-1.4	1	-2	3	4	0
Clc1ccc(CNc2cnccn2)cc1	2	-6	3	1.9	0	3	-8	-2	-5
Cc1cccc(C)c1N1CCN(S(=O)(=O)c2ccc(F)cc2)CC1	-3	-6	-9	3.3	0	-9	-3	-3	1
N[C@@H](Cc1ccc(F)cc1)C(=O)O	-7	1	-3	-1.1	0	22	0	.	5
O=C(O)Cc1c(O)ccc2ccccc12	14	-13	6	-0.8	1	23	-4	-2	-2
Cc1ccc(Oc2ccccc2/C=C/C(=O)O)cc1	0	-2	4	1.1	0	6	-4	-6	5
NS(=O)(=O)c1ccc(NC(=O)/C=C/c2ccco2)cc1	-5	11	-10	-2.9	1	-7	-1	1	5

In a second layout: results already given.
Sequence of screens – CHRM5 PAM	CHRM5 antagonist	CHRM4 PAM	CRFBP-R2 agonist	CHRM4 agonist	CRFR2-BP antag	CHRM5 agonist	IDE cell inh	M4 antag
Cc1ccc(Oc2ccccc2/C=C/C(=O)O)cc1
→ 0	-2	4	1.1	0	6	-4	-6	5
CC12CN3CCN(CC(C3)/C1=N\NC(=O)c1ccccc1N)C2
→ -4	5	-5	-1.4	1	-2	3	4	0
Cc1cccc(C)c1N1CCN(S(=O)(=O)c2ccc(F)cc2)CC1
→ -3	-6	-9	3.3	0	-9	-3	-3	1

New compounds follow
SMILES	CHRM5 PAM	CHRM5 antagonist	CHRM4 PAM	CRFBP-R2 agonist	CHRM4 agonist	CRFR2-BP antag	CHRM5 agonist	IDE cell inh	M4 antag
N#CC1=C(N)NC(SCC(=O)c2ccc(Br)cc2)=C(C#N)C12CCCCC2	-17	20	-8	-1.8	16	-26	4	-4	19
CCOc1ccc(OCc2ccc(C(=O)NCC3CCCO3)o2)cc1 (stereo not given)	-4	0	-2	-1.7	0	14	2	-1	1
CC1Cc2ccccc2N1C(=O)CSc1ccccn1 (stereo not given)	-3	1	9	-0.3	2	-16	-2	.	-12
CC(C)n1c(=S)[nH]c2ccccc21	4	-9	-3	-0.8	0	6	-5	1	-5
CCN(CC)c1ccc(/C=N/NC(=O)c2cccc(N3CCCC3=O)c2)cc1	7	-7	0	-2.2	2	10	-4	0	4
Cc1ccc(C(C[N+](=O)[O-])n2nc(C)cc2C)cc1 (stereo not given)	0	-8	5	5.2	0	-20	0	1	-1
CCn1cc(/C=N/N=C2\CCC3C4CCc5cc(O)ccc5C4CC[C@]23C)c(C)n1 (stereo not given in full)	-6	-3	3	0.7	8	34	0	6	-19
O=c1nc(-c2ccccc2)n(-c2ccccc2)[nH]1	0	3	4	0.0	1	-8	2	0	2
N#Cc1ccc(N2CCN(C(=O)c3cccc(F)c3)CC2)c(F)c1	-6	2	16*	0.8	8	11	4	1	-21
CCOC(=O)C1CCN(C(=O)CSC2=NCCS2)CC1	-2	-3	6	-1.7	1	5	-4	1	-7
O=C(CCN1CCN(CCO)CC1)Nc1ccccc1	-3	20	-4	0.8	0	6	1	-4	9
Cc1cc(/C=C2/NC(=O)N(c3ccccc3)C2=O)c(C)n1C(C)C	-9	3	-6	1.7	1	-12	-4	1	0
CN(C(=O)c1cccs1)c1ccccc1C(=O)O	0	4	-2	-0.2	0	1	1	2	17
O=C(N/N=C\c1ccc(-c2ccccc2[N+](=O)[O-])o1)C1COc2ccccc2O1 (stereo not given)	-10	3	-2	-3.3	9	8	-2	3	-2
Cc1ccccc1N1C(=O)CC(Nc2ccc3c(c2)OCO3)C1=O (stereo not given)	2	0	-5	-0.6	2	6	2	2	11
CCOC(=O)Cc1c(C)nc(N)[nH]c1=O	6	3	-7	0.7	1	7	2	7	-1
c1ccc(SCc2cn(C[C@H]3CC[C@@H]([C@@H]4CC[C@H](Cn5cc(CSc6ccccc6)nn5)O4)O3)nn2)cc1	-28	15	-14	0.0	19	-3	5	2	16
COCCNC(=O)C(c1cccs1)N(C(=O)Cn1nnc2ccccc21)c1ccccc1 (stereo not given)	1	5	8	-2.0	1	-4	-6	6	5
CCOC(=O)N1CCN(C(=S)NC2CCCC2)CC1	-2	6	1	0.7	0	0	0	6	3
C[C@H](CO)N1C[C@H](C)[C@@H](CN(C)C(=O)Nc2ccc(C(F)(F)F)cc2)Oc2ccc(NS(=O)(=O)c3cccs3)cc2C1=O	5	8	18	-0.3	0	-5	-1	3	2
Cc1cn(CC(=O)NCc2ccc3c(c2)OCO3)c(=O)[nH]c1=O	-5	5	1	0.4	0	-6	1	.	0
Cc1cccc(-n2cc(-c3ccccc3)c3c(=O)[nH]cnc32)c1	8	8	7	-0.9	-2	26	-4	10	5
CC(C)C[C@@H](CN1CCC[C@H]1CN1C(=O)C(=O)NC[C@@H]1Cc1ccccc1)N1C[C@H](Cc2ccc(O)cc2)N(CC2CCCCC2)C(=O)C1=O	3	3	11	.	-1	.	0	.	-5
COc1ccc(OS(=O)(=O)c2ccc(N3C(=O)CCC3=O)cc2)cc1	-3	7	-1	-1.5	6	13	1	6	4
COc1ccc(S(=O)(=O)NNC(=O)c2csc(-n3nc(C)cc3C(F)(F)F)n2)cc1	-13	11	-4	-4.1	2	61*	-10	8	2
COc1ccc(NC(=O)CN2CCCC2)cc1	-2	-9	0	-0.6	0	2	-1	-5	-8
CCOc1ccc(Nc2nc(N)c([N+](=O)[O-])c(N3CCN(CC)CC3)n2)cc1	-6	12	0	-5.4	0	-18	-6	9	0
COCC(C)N1CCC(n2nccc2NC(=O)CCOc2ccccc2)CC1 (stereo not given)	-2	0	-5	0.6	0	-2	-1	-2	11
COc1ccc(/C=C/C(=O)NC(C)C)cc1Br	-4	-4	13	-1.1	1	-8	-2	10	1
CC(=O)Nc1cc(-c2cccc(C(=O)N(C)C)c2)cn2c(-c3ccc(F)c(Cl)c3)cnc12	-1	11	-3	.	12	.	0	.	-1
CC1(C)CC(C(CC(=O)Nc2nccs2)c2ccccc2)CCO1 (stereo not given)	-9	4	-6	0.0	5	-17	2	-2	-7
COc1ccc(CCn2c(NCc3ccco3)nc3c2c(=O)[nH]c(=O)n3C)cc1	16	-6	17	-0.6	2	0	-9	-4	2
Cn1c(-c2ccc(CN3CCCCC3)o2)nc2ccccc21	3	1	4	-0.3	1	1	-7	3	-6
Cc1ccc(CNC(=O)c2cc3c(s2)CS(=O)(=O)C3)cc1	-3	14	-1	0.2	0	17	-2	0	-4
c1csc(-c2nnc(Cc3cccc4ccccc34)o2)c1	-6	8	-8	-1.1	0	4	-1	0	4
Clc1cncc(Cl)c1NNc1c2ccccc2nc2ccccc12	-3	0	-1	-0.2	3	2	0	-3	-1
CCOc1cc(NC(=S)NCC2CCCO2)c(OCC)cc1NC(=O)c1ccc(OC)cc1 (stereo not given)	-4	3	-2	-1.6	1	-1	0	-5	-3
CCCCCN(C(=O)NC(=O)Nc1cccc(C)c1C)S(C)(=O)=O	-2	3	2	8.8	11	-43	2	0	2
COc1ccc(C(C)C)cc1S(=O)(=O)Nc1ccccn1	1	6	0	-1.6	-1	-9	-3	-2	0
CCOc1ccc(-n2c(SCC(=O)Nc3cc(C(=O)O)ccc3Cl)nc3ccccc3c2=O)cc1	6	-8	17*	0.4	2	8	-1	2	-9
Cn1c(=S)[nH]c2[nH]c(=O)cnc2c1=O	1	-7	1	-2.1	1	2	-1	-8	-3
CC(=O)N/N=C(/C)c1ccc(NC(=O)c2csc(C)c2C)cc1	2	3	-1	1.9	2	-1	-4	5	7
Cc1ccc(NC(=O)CCCn2c(=O)oc3ccccc32)c(O)c1	-2	-3	-2	-1.0	1	4	0	-2	5
N#CCc1nc2ccccc2c(=O)[nH]1	7	-4	4	-0.6	0	4	3	2	-1
Cc1ccnc(NS(=O)(=O)c2ccc(NC(=O)C3CCCCC3)cc2)n1	1	1	8	-1.0	0	-2	3	-1	4
Cc1noc2ncnc(Sc3ccc(Br)cc3)c12	0	8	3	-0.7	-1	-14	-13	8	-20
NC(=O)c1ccccc1NC(=O)CCCc1ccccc1	1	5	0	0.1	2	1	-1	0	-1
Cc1ccc(-n2nnnc2SCC(=O)c2c(N)n(CC(C)C)c(=O)n(C)c2=O)cc1	-5	12	3	0.7	0	-5	-2	5	2
CC(C(=O)NC1CCCC1)N1C(=O)c2cccc3cccc1c23 (stereo not given)	3	1	7	1.2	1	-11	-5	-1	2
O=C(Nc1ccc(F)cc1)c1ccc(COc2ccccc2)cc1	0	-6	6	1.0	1	25	-3	-1	0

(cont.)
SMILES	CHRM5 PAM	CHRM5 antagonist	CHRM4 PAM	CRFBP-R2 agonist	CHRM4 agonist	CRFR2-BP antag	CHRM5 agonist	IDE cell inh	M4 antag
CC(C)CCNc1nc2c(c(=O)[nH]c(=O)n2C)n1CC(O)COC(C)C (stereo not given)	12	8	5	-2.5	1	-15	-4	-1	4
CCOC(=O)C1=C(CN2CCCCCC2)NC(=O)NC1c1cccc([N+](=O)[O-])c1 (stereo not given)	6	-7	-2	-3.5	2	-18	-11	3	-12
Nc1nc(Nc2ccccc2F)nc(NC2CCCCC2)c1[N+](=O)[O-]	4	4	11	0.5	-1	-25	-4	2	-3
Cc1cc(C(=O)NNS(=O)(=O)c2cccc(Cl)c2)nn1C(C)(C)C	8	2	-4	-2.4	1	5	-12	-1	-7
CC(=O)Nc1ccc(S(=O)(=O)NCc2csc(-c3cccnc3)n2)cc1	0	-3	8	-1.4	0	7	0	2	1
O=C(CSC(=S)N1CCCC1)NCC(=O)Nc1ccc(F)c(F)c1	-5	21	0	-0.5	1	-6	-3	-1	1
CCCNC(=O)c1cc2nc(-c3ccccc3)cc(C(F)(F)F)n2n1	5	0	19	2.2	3	-4	-2	-2	23
O=C(CSCC(=O)NC1CC1)Nc1ccccc1	7	-4	10	-1.0	1	1	-1	-4	-2
CC(=O)Nc1ccc(S(=O)(=O)Nc2ccc(S(=O)(=O)N3CCCC3)cc2)cc1	-2	5	-2	0.0	0	9	3	4	6
COC(=O)CNS(=O)(=O)c1ccc(C)cc1	-7	-3	0	0.1	0	-6	-5	-2	0
C=CCn1cc(C(=O)NCc2cccnc2)c(=O)c2cc(S(=O)(=O)N(CC)CC)ccc21	0	-2	-5	0.1	2	11	-3	5	-7
CC1CCN(C(=O)c2[nH]cnc2C(=O)N(C)Cc2ccccc2)CC1	-1	6	7	-1.1	1	-12	0	4	-1
Cc1cc(NC(=O)Cn2nnc(-c3ccccc3N)n2)no1	-3	3	-13	-3.7	1	8	-1	-2	11
Cc1ccc(S(=O)(=O)N(CC(=O)N/N=C/c2ccco2)Cc2ccccc2)cc1	-1	-2	-3	-1.0	1	29	-3	1	-8
Cc1c(C)c2ccc(OCC(=O)N3CCN(C(=O)C4COc5ccccc5O4)CC3)cc2oc1=O (stereo not given)	-3	0	-9	-4.0	12	-2	1	4	4
N#Cc1nc(-c2ccco2)oc1NCCCN1CCOCC1	-1	-2	1	-1.4	0	-1	2	2	6
